Akt phos inh = Akt phosphorylation inhibition; activity change, % for hits at 50 µM; 360,000 compounds, 0.32% hits; Neuro2A IGF-stimulated pAkt S473 HTRF, 20 min; hits give low values; in the data active = activity change below about -80%; inconclusive = mostly about -51% to -80%; also: % is scaled to controls: 0 for no effect and ±100 for the full control effect
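Single-point screen (50 µM final compound) in Neuro2A cells stimulated 20 min with 6 nM IGF at 37 deg C. After lysis, Ser473-phosphorylated Akt read by HTRF (ex 330 nm, em 615/665 nm) as the 665/615 ratio.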
HEK293 tox = cytotoxic in the GLP-1 receptor inverse agonist counter-screen. HEK293 cAMP-luciferase reporter cells, luminescence, 24 h. Potency, µM (top dose mostly 38.3 µM), inactives show at the top dose activity change, negative = inhibition, hits mostly inhibitors. 410,000 compounds, 0.13% hits;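 also: loss of luciferase light is scored as toxicity; potency is read from the fitted curve at half-maximal effect; % is scaled to controls: 0 for no effect and ±100 for the full control effect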
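Here, cytotoxicity is scored as loss of luminescence. The MLSMR collection was tested on cells seeded in medium containing 10% Nu serum, with a 24 hr compound exposure preceded by 12 hours of culture.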
GLP-1R inv ag = inverse agonists of human GLP-1 receptor; P43220; HEK293 GLP-1R CRE-luciferase, luminescence, 24 h; GLP-1R form is constitutively active; Potency, µM (titrated, usually from 38.3 µM), without a hit: top-dose activity change, negative = inhibition, hits mostly inhibitors; 410,000 compounds, 1.6% hits; also: potency is read from the fitted curve at half-maximal effect; % is scaled to controls: 0 for no effect and ±100 for the full control effect; nearly all actives have a fitted effect of over 55% in size
Target sequence (P43220 whole entry, looked up): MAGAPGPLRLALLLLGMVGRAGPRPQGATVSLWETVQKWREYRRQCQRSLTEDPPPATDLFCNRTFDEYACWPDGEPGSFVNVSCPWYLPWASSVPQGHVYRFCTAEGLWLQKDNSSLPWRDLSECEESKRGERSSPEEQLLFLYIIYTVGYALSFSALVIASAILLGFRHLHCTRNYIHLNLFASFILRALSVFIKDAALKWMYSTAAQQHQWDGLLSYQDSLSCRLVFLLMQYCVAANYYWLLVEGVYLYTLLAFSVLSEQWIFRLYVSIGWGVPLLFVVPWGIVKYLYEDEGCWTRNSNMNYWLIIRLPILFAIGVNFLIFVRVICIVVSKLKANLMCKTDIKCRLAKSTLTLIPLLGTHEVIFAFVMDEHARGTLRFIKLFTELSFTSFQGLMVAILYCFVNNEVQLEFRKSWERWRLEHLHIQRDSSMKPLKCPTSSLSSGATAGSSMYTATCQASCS
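Stable HEK293 clone (constitutively active GLP-1R + cAMP-response luciferase); 200 cells/uL plated, 12 h pre-culture, compound 24 hr, 37 deg C/5% CO2; detection reagent 12 min RT; luminescence.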
aSyn rescue = inhibitors of alpha-synuclein toxicity in yeast; 370,000 compounds, 0.14% hits; Yeast expressing alpha-synuclein, growth rescue, BacTiter-Glo, 24 h; Potency, µM (titrated, usually from 46.1 µM), without a hit: at the highest dose growth rescue (activation), actives largely listed as activators; also: potency is read from the fitted curve at half-maximal effect; % of control where 0% means no effect; nearly all actives have a fitted effect of over 65% in size
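Screening used galactose-induced yeast with toxic alpha-synuclein levels, exposed to compound for 24 hr at 30 deg C. Cell growth, read with BacTiter-Glo luminescence, gave the measured signal.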
TDP-43 yeast inh = inhibitors of TDP-43 toxicity in yeast | TDP-43 expressing yeast growth rescue, BacTiter-Glo, 24 h | Potency, µM (series often up to 46.1 µM), without a hit: top-dose growth rescue (activation), most hits filed as activators | 410,000 compounds, 1.8% hits | AID 652104; also: potency is read from the fitted curve at half-maximal effect; % of control where 0% means no effect; nearly all actives have a fitted effect of over 50% in size
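Yeast cells expressing TDP-43 under galactose induction are exposed to compounds for 24 hr at 30 deg C. BacTiter-Glo luminescence measures growth, so protective compounds score as activators.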
MmCpn inh = M. maripaludis TRiC chaperonin inhibition; purified Mm-Cpn ATPase, ADP Transcreener TR-FRET; AID 504842; 330,000 compounds, 0.031% hits; Potency, µM (titrated, usually from 76.9 µM), without a hit: top-dose activity, negative = inhibition, hits mostly inhibitors; also: potency is read from the fitted curve at half-maximal effect; % is scaled to controls: 0 for no effect and ±100 for the full control effect; nearly all actives have a fitted effect of over 80% in size
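Quantitative HTS used 25 nM Mm-CPN and 10 uM ATP in magnesium/KCl Tris buffer, pH 7.4, with 1 mM DTT. Hydrolysis ran 30 min at 37°C; ADP was read by HTRF.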
FUS suppressor = rescues growth of FUS-expressing yeast; S. cerevisiae FUS-expressing, growth rescue, OD600, 24 h; Potency, µM (highest dose often 76.6 µM), for inactives: at the highest dose growth rescue (activation), most hits filed as activators; 390,000 compounds, 0.24% hits;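 also: potency is read from the fitted curve at half-maximal effect; plate controls were DMSO vehicle for no effect and reference control for full effect; nearly all actives have a fitted effect of over 55% in size; some results filed as inactive show a strong effect at the top dose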
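Yeast FUS proteinopathy model; galactose-induced FUS (2%), starting OD 0.005. Cpds in dilution series, 24hr, 30C, 99% humidity. Abs 600 nm growth. Pos ctrl CP55940 (top 92uM final); neg ctrl DMSO.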
PTHR1 agonist = agonists of human PTHR1 parathyroid hormone receptor; HEK293 GP2 PTHR1 cells, GloSensor cAMP luminescence, 1 h; Q03431; 410,000 compounds, 0.075% hits; Potency, µM (series often up to 115 µM), for the others: at the highest dose activation, hits mostly activators; also: potency is read from the fitted curve at half-maximal effect; nearly all actives have a fitted effect of over 55% in size; some results filed as inactive show a strong effect at the top dose; inactives centre near -15; many of its hits are not listed in these tables
Target sequence (Q03431 whole entry, looked up): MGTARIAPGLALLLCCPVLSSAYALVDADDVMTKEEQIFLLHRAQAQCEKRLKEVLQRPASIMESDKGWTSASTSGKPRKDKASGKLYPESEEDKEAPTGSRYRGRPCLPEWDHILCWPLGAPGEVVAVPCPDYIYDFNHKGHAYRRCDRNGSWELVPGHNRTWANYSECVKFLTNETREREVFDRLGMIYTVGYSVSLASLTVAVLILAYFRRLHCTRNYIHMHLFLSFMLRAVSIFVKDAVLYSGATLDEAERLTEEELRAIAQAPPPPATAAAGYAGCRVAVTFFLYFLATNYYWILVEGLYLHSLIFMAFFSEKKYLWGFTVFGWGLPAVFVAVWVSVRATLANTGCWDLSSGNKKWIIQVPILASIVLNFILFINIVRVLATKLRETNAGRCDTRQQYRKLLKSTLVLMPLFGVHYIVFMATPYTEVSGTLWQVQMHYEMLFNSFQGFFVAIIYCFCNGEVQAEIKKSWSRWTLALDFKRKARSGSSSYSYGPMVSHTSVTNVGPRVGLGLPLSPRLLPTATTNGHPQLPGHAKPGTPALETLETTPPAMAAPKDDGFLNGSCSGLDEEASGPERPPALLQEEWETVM
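HEK-293-derived GP2 cells expressing PTHR1 and a GloSensor cAMP reporter, 3,000/well, plated overnight, given luciferin plus IBMX (each 0.5 mM as added) for 1 h at 37 °C, then compound for 1 h at 37 °C. Luminescence was read after 15 min at room temperature.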
Abeta rescue = restores growth of yeast expressing A-beta42 peptide; yeast expressing A-beta42, growth rescue, OD600, 48 h; response scale: 0% DMSO, 100% iron-clioquinol control; Potency, µM (titrated, usually from 46.1 µM), inactives show at the highest dose growth rescue, actives largely listed as activators; 410,000 compounds, 0.063% hits; AID 1347071; also: potency is read from the fitted curve at half-maximal effect; nearly all actives have a fitted effect of over 55% in size
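Yeast A-beta toxicity model in growth medium with pinned compounds, 48 h at 30 C; growth read as absorbance at 600 nm. Normalized to FeCl3/clioquinol equimolar mix (positive) and DMSO (negative).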
Active calls of the source: *; [ ] = remark or other dose. Unless noted, calls follow the shape of the dose curve; as a rule, active = well fitted curve in the direction sought with a large enough effect; inconclusive = small, poorly fitted or top-dose-only effect, or another doubt; inactive = no such curve, though single readings can be large; an effect the other way counts as inactive or inconclusive. The list is partial; count on the stated rates, not on these rows.

`CCc1ccc(C(=O)c2cn(CC(=O)Nc3ccc4c(c3)OCCO4)c3ccc(C)cc3c2=O)cc1` gave HEK293 tox 6%, GLP-1R inv ag -2%, TDP-43 yeast inh 6%, FUS suppressor -23%, PTHR1 agonist -7% and Abeta rescue -9%.
Cc1oc(-c2cccc(C(F)(F)F)c2)nc1CN1CCC[C@H]1CO was read as Akt phos inh inactive, HEK293 tox -5%, GLP-1R inv ag inconclusive, aSyn rescue 1%, TDP-43 yeast inh -21%[0.397 µM], MmCpn inh 1%, FUS suppressor 8%, PTHR1 agonist inactive and Abeta rescue -13%.
Screening Cc1ccc(S(=O)(=O)N2CC(O)CC2C(=O)NCc2ccc3c(c2)OCO3)cc1 (configuration not stated) returned Akt phos inh inactive, HEK293 tox -1%, GLP-1R inv ag -5%, aSyn rescue 1%, TDP-43 yeast inh 14%[9.22 µM], MmCpn inh -3%, FUS suppressor 0%, PTHR1 agonist -10% and Abeta rescue 0%.
`Cc1cc2nc(C(C)(C)C)c(Cc3cccc(Cl)c3)n2c(C)c1Br` gave Akt phos inh inactive, HEK293 tox 1%, GLP-1R inv ag inconclusive, aSyn rescue 5%, TDP-43 yeast inh 20%, FUS suppressor 1%, PTHR1 agonist -4% and Abeta rescue inconclusive.
Screening CCOc1ccccc1C(=O)NCC(c1ccc(N(C)C)cc1)N1CCc2ccccc21 (configuration not stated) returned HEK293 tox 2%, GLP-1R inv ag 4%, TDP-43 yeast inh 8%, FUS suppressor -13%, PTHR1 agonist -1% and Abeta rescue -4%.
Cc1ccc(OCC(=O)N(C)CC(=O)N(CC(C)C)c2c(N)n(CC(C)C)c(=O)[nH]c2=O)c(C)c1 was read as Akt phos inh inactive, HEK293 tox 0%, GLP-1R inv ag 0%, aSyn rescue 8%, TDP-43 yeast inh 36%, MmCpn inh -1%, FUS suppressor 14%, PTHR1 agonist -11% and Abeta rescue 17%.
`CCC1Nc2ccccc2-c2nnc(SC)nc2O1` (configuration not stated) gave HEK293 tox 36%, GLP-1R inv ag 15%, aSyn rescue 1%, TDP-43 yeast inh 1%, MmCpn inh -1%, FUS suppressor -17%, PTHR1 agonist inactive and Abeta rescue 10%.
CC(C)(C)c1ccc(S(=O)(=O)N2CCN(C3CCCC3)CC2)cc1 was read as Akt phos inh inactive, HEK293 tox 4%, GLP-1R inv ag 10%, aSyn rescue 9%, TDP-43 yeast inh -14%, MmCpn inh 1%, FUS suppressor -5%, PTHR1 agonist -21% and Abeta rescue 2%.
`COc1cc2c(=O)n(Cc3ccccc3)c(=O)n(CC(=O)NCC3CCCO3)c2cc1OC` (configuration not stated) gave Akt phos inh inactive, HEK293 tox -17%, GLP-1R inv ag -7%, aSyn rescue 1%, TDP-43 yeast inh 11%, MmCpn inh 0%, PTHR1 agonist inactive and Abeta rescue 10%.
For O=C(Cc1n[nH]c(=O)[nH]c1=O)N/N=C/c1cccc(O)c1 the results were Akt phos inh inactive, HEK293 tox -13%, GLP-1R inv ag 0%, aSyn rescue -3%, TDP-43 yeast inh 2%, MmCpn inh -4%, FUS suppressor 9%, PTHR1 agonist inactive and Abeta rescue -4%.
Screening Cc1cc([N+](=O)[O-])ccc1NC(=O)CN1CCN(Cc2ccccc2)CC1 returned Akt phos inh inactive, HEK293 tox -11%, GLP-1R inv ag -9%, aSyn rescue 0%, TDP-43 yeast inh 16%, MmCpn inh -2%, FUS suppressor -15%, PTHR1 agonist -19% and Abeta rescue 3%.
`CCOC(=O)C1CCCN(C(=O)c2c(-c3ccccc3)noc2C)CC1` (configuration not stated) gave Akt phos inh inactive, HEK293 tox 3%, GLP-1R inv ag 15%, aSyn rescue 0%, TDP-43 yeast inh 11%, FUS suppressor -12%, PTHR1 agonist -17% and Abeta rescue 0%.
Screening CCn1c(SCc2ccc(C)cc2)nnc1-c1nn(-c2ccccc2)ccc1=O returned Akt phos inh inactive, HEK293 tox 1%, GLP-1R inv ag -28%, aSyn rescue 0%, TDP-43 yeast inh 0%, MmCpn inh -4%, FUS suppressor 8%, PTHR1 agonist -16%[57.5 µM] and Abeta rescue 27%.
For Cc1nnc(SCC(=O)Nc2sccc2C(N)=O)n1Cc1ccccc1 the results were Akt phos inh inactive, HEK293 tox 8%, GLP-1R inv ag 0%, aSyn rescue -6%, TDP-43 yeast inh -19%, MmCpn inh 2%, FUS suppressor 10%, PTHR1 agonist 6% and Abeta rescue -11%.
Screening COc1ccc(OC)c(NC(=O)COC(=O)Cn2nnc(-c3ccccc3)n2)c1 returned Akt phos inh inactive, HEK293 tox -8%, GLP-1R inv ag -6%, aSyn rescue -7%, TDP-43 yeast inh 10%, MmCpn inh -1%, FUS suppressor -9%, PTHR1 agonist inactive and Abeta rescue -1%.

The final two entries of the part above come first, to join the parts:
For Cc1nnc(SCC(=O)Nc2sccc2C(N)=O)n1Cc1ccccc1 the results were Akt phos inh inactive, HEK293 tox 8%, GLP-1R inv ag 0%, aSyn rescue -6%, TDP-43 yeast inh -19%, MmCpn inh 2%, FUS suppressor 10%, PTHR1 agonist 6% and Abeta rescue -11%.
Screening COc1ccc(OC)c(NC(=O)COC(=O)Cn2nnc(-c3ccccc3)n2)c1 returned Akt phos inh inactive, HEK293 tox -8%, GLP-1R inv ag -6%, aSyn rescue -7%, TDP-43 yeast inh 10%, MmCpn inh -1%, FUS suppressor -9%, PTHR1 agonist inactive and Abeta rescue -1%.
Screening Fc1ccc(Nc2ccc3ccccc3n2)c(F)c1 returned Akt phos inh inactive, HEK293 tox 6%, GLP-1R inv ag inconclusive, aSyn rescue -3%, TDP-43 yeast inh -6%, MmCpn inh -2%, FUS suppressor -29%, PTHR1 agonist inactive and Abeta rescue -2%.
Screening CC(=O)c1ccc(N2CCN(c3ncnc4c3cnn4-c3cc(Cl)ccc3C)CC2)cc1 returned HEK293 tox -8%, GLP-1R inv ag 2%, TDP-43 yeast inh 5%, FUS suppressor -4%, PTHR1 agonist -51%[inhibitor] and Abeta rescue -7%.
O=C(CCNC(=O)c1ccco1)Nc1ccc(C(F)(F)F)cc1 was read as Akt phos inh inactive, HEK293 tox -52%, GLP-1R inv ag -2%, aSyn rescue 0%, TDP-43 yeast inh 5%, MmCpn inh 1%, FUS suppressor -21%, PTHR1 agonist -1% and Abeta rescue 3%.
Cc1ccc(C)c(NC(=O)C(=O)NCCc2csc3nc(-c4ccccc4C)nn23)c1 was read as HEK293 tox 15%, GLP-1R inv ag -18%, TDP-43 yeast inh 20%, FUS suppressor -7%, PTHR1 agonist -96% and Abeta rescue 1%.
For CCC(C)N(C)C1CCN(C(=S)Nc2cccc(OC)c2)CC1 (configuration not stated) the results were Akt phos inh inactive, HEK293 tox 3%, GLP-1R inv ag -24%, aSyn rescue 3%, TDP-43 yeast inh -16%, MmCpn inh -1%, FUS suppressor -5%, PTHR1 agonist inactive and Abeta rescue -1%.
For O=[N+]([O-])c1ccc(Cl)c(S(=O)(=O)NC2=NCCC2)c1 the results were Akt phos inh inactive, HEK293 tox 2%, GLP-1R inv ag 29%, aSyn rescue -1%, TDP-43 yeast inh -2%, MmCpn inh -4%, FUS suppressor -11%, PTHR1 agonist 0% and Abeta rescue 4%.
Screening Cc1ccc(S(=O)(=O)N2CCN(C(=O)N3CCCCC3)CC2)c(C)c1 returned Akt phos inh inactive, HEK293 tox -6%, GLP-1R inv ag inconclusive, aSyn rescue -2%, TDP-43 yeast inh -8%, FUS suppressor 0%, PTHR1 agonist -9% and Abeta rescue -8%.
`COc1ccccc1CN1C[C@@H]2C[C@@H](c3ccc4nsnc4c3)N3CCC[C@@]23C1=O` gave Akt phos inh inactive, HEK293 tox -2%, GLP-1R inv ag -18%, aSyn rescue 6%, TDP-43 yeast inh -3%, MmCpn inh -2%, FUS suppressor 19%, PTHR1 agonist inactive and Abeta rescue 14%.
Cc1nn(C(=O)c2cccs2)c(N)c1-c1ccccc1 was read as Akt phos inh inactive, HEK293 tox 1%, GLP-1R inv ag inconclusive, aSyn rescue -9%, TDP-43 yeast inh inconclusive, MmCpn inh 1%, FUS suppressor -14%, PTHR1 agonist -81%[inhibitor] and Abeta rescue -42%[inhibitor].
`C[C@@]12C(=O)N(Cc3ccc(-c4ccccc4)cc3)CC(=O)N1[C@H](/C=C/c1ccccc1)[C@@H]1C(=O)N(c3ccccc3)C(=O)[C@@H]12` gave Akt phos inh inactive, HEK293 tox 3%, GLP-1R inv ag inconclusive, aSyn rescue 13%, TDP-43 yeast inh -15%, MmCpn inh 2%, FUS suppressor inconclusive, PTHR1 agonist -6% and Abeta rescue -10%.
O=C(CSc1nnc(C2CC2)n1Cc1ccccc1)Nc1cccnc1Cl was read as Akt phos inh inactive, HEK293 tox 4%, GLP-1R inv ag 8%, aSyn rescue 0%, TDP-43 yeast inh 2%, MmCpn inh -1%, FUS suppressor 3%, PTHR1 agonist -16% and Abeta rescue 0%.
For CC(/C=N/NC(=O)c1nnn(-c2nonc2N)c1C(C)C)=C\c1ccco1 the results were Akt phos inh inactive, HEK293 tox -6%, GLP-1R inv ag inconclusive, aSyn rescue -2%, TDP-43 yeast inh -3%, MmCpn inh 0%, FUS suppressor inconclusive, PTHR1 agonist -3% and Abeta rescue -7%.

Source: PubChem (National Center for Advancing Translational Sciences (NCATS))
